Pf Dd2 inh: Plasmodium falciparum Dd2 growth inhibition. AID 1347417. P. falciparum Dd2 growth, SYBR Green, 72 h. 120,000 compounds, 4.3% hits. Potency, µM (highest dose often 28.9 µM), inactives show top-dose activity, negative = inhibition, usual class: inhibitors; active = well fitted inhibition curve with a large enough effect; inconclusive = small, poorly fitted or top-dose-only effect; inactive = no such curve, though single readings can be large or run the other way;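 note: plate controls were DMSO vehicle for no effect and reference drug for full effect; nearly all actives have a fitted effect of over 65% in size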
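Infected erythrocytes (Dd2, 0.3% parasitemia, 2.5% hematocrit final) are added to compound in RPMI-1640/Albumax II medium, grown 72 h at 37C in low oxygen, then lysed with saponin/Triton-X containing SYBR Green and read by fluorescence.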
The depositor's hits bear a star; i = inactive; ? = inconclusive; [ ] = remark or other dose. Potency is the fitted concentration of half-maximal effect. Some of the compounds tested, so the mix of outcomes need not match the whole.

entry	canonical_smiles	Pf Dd2 inh
1	CCn1c(=O)c2sccc2n2c(CCCC(=O)N3CCN(c4cccc(Cl)c4)CC3)nnc12	?
2	Cc1cc(C(F)(F)F)nn1CC(=O)NCC1Cn2cccc2C(=O)N1CC(C)C (stereo not given)	10%
3	O=C1CC(Cc2ccccn2)CN1c1ccccc1 (stereo not given)	-11%
4	CN(C)S(=O)(=O)c1ccc2c(c1)N(CC(=O)NCc1ccc(F)cc1)C(=O)CS2	i
5	COc1ccc2[nH]c3c(c2c1)CCNC31CCN(C(=O)c2cnn(C)c2)CC1	10%
6	COc1cc(CN(C(=O)COc2ccc(C)cc2)c2ccccn2)cc(OC)c1OC	13%
7	CC(C)c1ccc(NC(=O)CN2C(=O)c3cccc4cccc2c34)cc1	-1%
8	CCN1CCN(C(=O)Cn2ncc3c4ccccc4n(Cc4ccccc4F)c3c2=O)CC1	11µM*
9	Cc1nc(-n2nc(C)c(Cc3ccc4c(c3)OCO4)c2C)sc1C(=O)Nc1ccc(Cl)cc1	-19%
10	COCc1cc(C[C@@H]2CC[C@H](O)[C@@H](CNC(=O)N3CCOCC3)O2)no1	i
11	COc1cccc(Nc2cnc3ccc(-c4ccc(F)cc4)nn23)c1	?
12	O=C(c1c(F)cccc1F)N1CCC2(CC1)NC(=O)N(Cc1ccc(F)cc1)C2=O	-21%
13	Cc1ccc(-n2ncc(C(=O)NCCCN3CCN(C)CC3)c2C2CCN(C(=O)OC(C)(C)C)CC2)c(C)c1	i
14	COc1cc(NC(=O)N(Cc2ccco2)C2CCN(C(C)=O)CC2)cc(OC)c1OC	-1%
15	O=C(c1ccccc1F)N1CCC(c2nc(C3CCOCC3)no2)CC1	-15%
16	Cn1c([C@H]2CCN(Cc3ncc[nH]3)C2)nc2ccccc21	?
17	CCOc1cc(C2C(C(=O)Nc3ccc(OC)cc3)=C(C)Nc3nc(SC)nn32)ccc1O (stereo not given)	8%
18	COc1cc(OC)c(NC(=O)CC(C)S(=O)(=O)c2ccc3c(c2)NC(=O)CO3)cc1Cl (stereo not given)	-2%
19	COc1cccc(-c2cc(C(=O)NCc3c(C)cc(C)[nH]c3=O)c3c(c2)ncn3C)c1OC	i
20	COc1cc(NC(=O)c2noc3c2CSc2ccccc2-3)cc(OC)c1OC	i
21	O=C(NCc1ccncc1)C1CN(Cc2ccoc2)CC12CCOCC2 (stereo not given)	-23%
22	CC(C)c1ccc(NC(=O)CN2C(=O)NC3(CCCCC3)C2=O)cc1	-29%
23	FC(F)(F)CN1C2CCC1CN(c1cccc(Cl)n1)C2	8%
24	Cc1ccc(OCc2nc(C3CCN(C(=O)c4ccncc4)CC3)no2)cc1	i
25	CC(CCc1ccccc1)NC(=O)CSc1n[nH]c(-c2ccccc2Cl)n1 (stereo not given)	-4%

3 records drawn at random from those above, as already listed:
entry	canonical_smiles	Pf Dd2 inh
14	COc1cc(NC(=O)N(Cc2ccco2)C2CCN(C(C)=O)CC2)cc(OC)c1OC	-1%
11	COc1cccc(Nc2cnc3ccc(-c4ccc(F)cc4)nn23)c1	?
3	O=C1CC(Cc2ccccn2)CN1c1ccccc1 (stereo not given)	-11%

(list continues)
entry	canonical_smiles	Pf Dd2 inh
26	Cc1oc(-c2cccs2)nc1CN1CCOC(Cc2ccccc2)C1 (stereo not given)	i
27	CC(C(=O)N(C)C)N1CCc2onc(C(c3ccccc3)c3ccccc3)c2C1 (stereo not given)	?
28	COc1ccc(C(=O)N[C@H](c2cnn(C)c2)C2CC(O)C2)c(F)c1F (stereo not given in full)	-4%
29	Cn1cc(CC(=O)N2CCCc3ncc(C(=O)NCc4ccoc4)cc32)c2ccccc21	i
30	O=C(C1CCOCC1)N1CC(c2nnc(-c3ccncc3)o2)C2(CCOCC2)C1 (stereo not given)	-4%
31	Cc1ccc(C2Cn3cnc(C(=O)N4CCC(C(=O)NCc5cccc(F)c5)CC4)c3CO2)cc1 (stereo not given)	-15%
32	COc1ccc(CNC2(Cc3cc(-c4ccccc4)on3)COC2)cc1	-4%[44.1 µM]
33	Cn1c(=O)n(C)c2cc(N3CCCC3)c(NC(=O)Nc3ccccc3)cc21	i
34	C/C(=C\c1ccccc1)CN1CCCCC12Cc1ccccc1CNC2=O (stereo not given)	-15%
35	Cn1nccc1CN1CCC2(CC1)CC(=O)N(c1ccccc1)c1ccccc1O2	i
36	COc1ccc(OC)c(NC(=O)CCn2ccn3nc4c(c3c2=O)CCCC4)c1	i
37	CC(=O)Nc1cc(C(=O)N2CCN(C3CCCCC3)CC2)c2ccc(C)nc2c1	-5%
38	COc1ccc(-c2cc([C@H]3CN4CC[C@H]3C[C@@H]4CNC(=O)NC(C)C)nc(C)n2)cc1OC	i
39	OCc1cc2n(n1)CCCN(Cc1cccc(OCc3ccccn3)c1)C2	7%
40	Fc1ccc(-c2cn[nH]c2C2CCCNC2)cc1 (stereo not given)	?
41	CN(C)CC(=O)N1CCC2(C1)CN(C)c1ccc(C(=O)NCc3cccs3)cc12 (stereo not given)	31%[activator][44.1 µM]
42	O=C(c1cccc(F)c1)N1CCCC(c2nc(C3CCOCC3)no2)C1 (stereo not given)	35%[activator]
43	CC(NC(=O)CN(c1ccc(Cl)cc1Cl)S(=O)(=O)c1ccccc1)c1ccccc1 (stereo not given)	i
44	CN(C)CCN(C)[C@@H]1[C@H](O)[C@H](CO)O[C@@H]1CNC(=O)c1cccs1	i
45	Cn1c(Oc2ccc(Cl)cc2)nc2c1c(=O)n(Cc1ccc(F)cc1)c(=O)n2C	12%
46	C#CCNC(=O)c1cc(-c2cccc(C(F)(F)F)c2)c2nncn2n1	14µM*
47	Cc1ccc(OCC(=O)N2CCC3(CC2)N=C(c2ccc(C)cc2)NO3)cc1	-8%
48	CCc1ccc(NC(=O)c2cc(-c3cccs3)on2)cc1	-16%
49	Oc1ccccc1CN1CCNc2cnc(Oc3ccccc3)cc2C1	?
50	O=C1NCCCCCCN(Cc2ccncc2)[C@@H]2CN(S(=O)(=O)c3cccc(F)c3)CC[C@H]12	?
51	CN1C(=O)CS(=O)(=O)C12CCN(C(=O)c1ccc(F)cc1)CC2	8%
52	C[C@@H]1CN(C(=O)c2cccc(OCC(N)=O)c2)C[C@]1(C)O	-14%
53	CN1CCCC1c1nc(C2CN(C(=O)c3ccco3)C2)no1 (stereo not given)	-6%
54	Cc1cnc(C(=O)N2CCC(Cc3ccc(C(N)=O)cc3)CC2)cn1	30%
55	Cc1noc2c(-c3cccnc3)cc(-c3cccs3)nc12	i
56	CC(C)c1noc(-c2ccccc2OCC(=O)Nc2cccc([N+](=O)[O-])c2)n1	27%
57	Cc1ccc(C(=O)N[C@H]2CO[C@H]3[C@@H]2OC[C@@H]3Nc2nccc(C(C)(C)C)n2)cc1	11µM*
58	O=C(CC1N=C2c3ccccc3N=C(SCc3ccc(Cl)cc3)N2C1=O)NC1CCCCC1 (stereo not given)	71%[activator]
59	O=C(Cc1ccccn1)N1CCC(c2nn(-c3ccccc3)c(=O)[nH]2)CC1	i
60	CSc1ccc(CCNC(=O)c2ccc3c(Cl)c4c(nc3c2)CCCC4)cc1	-16%
61	CCOC(=O)C1CCN(C(=O)c2cccc3c2CCN3C(=O)Nc2ccccc2)CC1	11µM*
62	CC(=O)Nc1nonc1-c1nnc(SCC(=O)Nc2cc(Cl)ccc2C)n1C	?
63	CCCC12CN3CC(CCC)(CN(C1)C3c1ccc(OC(C)C)cc1)C2=O (stereo not given)	-10%
64	COc1ccc(NC(=O)CSc2nc(-c3cc(OC)c(OC)c(OC)c3)[nH]c2-c2ccc(F)cc2)cc1	?
65	COc1ccc(NC(=O)Cn2cccc2-c2nc(-c3ccc(F)cc3)no2)cc1Cl	11µM*
66	O=C(c1ccc2ccccc2n1)N1CC2CC(C1)[C@H]1CCCC(=O)N1C2 (stereo not given in full)	-11%
67	COCCNC(=O)[C@@H]1C[C@H](Oc2cccnc2)CN1C(=O)CCc1c[nH]c2ccccc12	?
68	O=C(O)c1cccc(NC(=O)c2cccc(S(=O)(=O)Nc3cccc(F)c3)c2)c1	-1%
69	CCOc1ccc(C(=O)N2CCC[C@H]2c2nc(-c3ccc(OC)c(OC)c3)no2)cc1	i
70	Cc1ccc(N2CCN(C(=O)c3cccn4c(=O)c5ccc(Cl)cc5nc34)CC2C)cc1 (stereo not given)	7%
71	Cc1cccc(OCCCC(=O)Nc2sc3c(c2C(N)=O)CCC(C)C3)c1 (stereo not given)	45%[activator]
72	CC1=C(C(=O)Nc2cccc(Cl)c2C)C2(CCCCCC2)OC1=O	-22%
73	O=c1oc2cc(O)ccc2cc1-c1nc(-c2ccc(Cl)c(Cl)c2)cs1	92%[activator]
74	CCn1c(Cn2ccnc2)nnc1C1CCN(Cc2ccc(F)c(F)c2)CC1	-16%
75	CN(Cc1cccc(C(F)(F)F)c1)Cc1ccccc1C(F)(F)F	-3%[44.1 µM]

3 of the compounds above, field by field.
62. CC(=O)Nc1nonc1-c1nnc(SCC(=O)Nc2cc(Cl)ccc2C)n1C
- Pf Dd2 inh: ?

63. CCCC12CN3CC(CCC)(CN(C1)C3c1ccc(OC(C)C)cc1)C2=O (stereo not given)
- Pf Dd2 inh: -10%

64. COc1ccc(NC(=O)CSc2nc(-c3cc(OC)c(OC)c(OC)c3)[nH]c2-c2ccc(F)cc2)cc1
- Pf Dd2 inh: ?

Next section.
entry	canonical_smiles	Pf Dd2 inh
76	CCOC(=O)c1c(C)oc2nc(C)nc(NCCc3ccc(S(N)(=O)=O)cc3)c12	i[5.79 µM]
77	Cc1noc(C2CCCCCN2C(=O)Nc2ccccc2)n1 (stereo not given)	36%[activator]
78	COC(=O)c1ccc2c(c1)nc1n2[C@@H](CNCc2cccnc2)COC1	-2%[44.1 µM]
79	Cc1noc(C)c1S(=O)(=O)N1CCC(c2noc(-c3ccccc3)n2)C1 (stereo not given)	9%[5.79 µM]
80	COc1ccc(S(=O)(=O)N(CC(=O)Nc2cccc(C(F)(F)F)c2)c2ccc(C)cc2)cc1	i
81	CC(C)N1C[C@@H]2C[C@H]1C(=O)N(Cc1cccnc1)c1ccccc1O2	-3%[44.1 µM]
82	O=C(c1ccc(F)cc1)N1CCN(CCc2ccncc2)CC1	-2%
83	COc1ccc(-c2noc(CN3CCN(c4ccccc4OC)CC3)n2)cc1OC	11%
84	Cc1nc2sccn2c(=O)c1S(=O)(=O)NCc1ccccc1	-2%
85	CC1CCN(C(=O)c2ccccc2NC(=O)c2nsc3ccccc23)CC1	25%
86	C[S+](=O)([O-])N1CC2(Cc3ccccc31)CN(C(=O)c1cccc(Cl)c1)C2	?
87	O=C(CSc1nc2c(c(=O)[nH]1)CN(Cc1ccc3c(c1)OCO3)CC2)Nc1cccc(Cl)c1	49%[activator]
88	c1ccc(C2(c3ccccc3)CCCN(CCCn3cnnn3)C2)cc1	?
89	COc1ccc2c(CNCCc3cccs3)c(C(=O)O)n(Cc3ccccc3)c2c1	-4%
90	Cc1ccc(NC(=O)C2CCCN(S(=O)(=O)c3cccs3)C2)c(C)c1 (stereo not given)	-3%
91	CCNC(=O)N1C[C@@H](F)[C@@H](OCc2nc3ccc(F)cc3[nH]2)C1	-2%[44.1 µM]
92	O=C(Cn1ccn2nc(-c3ccccc3)c(CO)c2c1=O)NCc1ccc2c(c1)OCO2	4%
93	CN(C)C(=O)c1ccnc(-c2nnc3ccc(N(C)Cc4ccccc4)nn23)c1	i
94	COc1c(Cl)cc(Cl)cc1CNCCSc1nnnn1C	23%
95	CCN1CCN(Cc2c(O)ccc3c(C)c(-c4ccc(OC)cc4)c(=O)oc23)CC1	5µM*
96	Cc1ccc2nc(-c3cccc(NC(=O)c4ccc(Br)o4)c3)oc2c1	32%[activator]
97	Cc1ccc(CNC(=O)CCCn2nc(C)n3c(cc4sccc43)c2=O)cc1	-7%
98	CCC(C)NC(=O)C1(c2ccc(NS(=O)(=O)CC)cc2)CCCCC1 (stereo not given)	6%
99	O=C(NCCNc1cccnc1)C1CCC(=O)N(C2CC2)C1 (stereo not given)	2%
100	Cc1ccccc1NC(=O)CSc1ccc(-c2ccccn2)nn1	i
101	COc1ccc(NC(=O)N[C@H]2[C@H](O)[C@@H](N3CCOCC3)[C@@H]3OC[C@H]2O3)cc1	1%[44.1 µM]
102	CCN(CC)CCNC(=O)Nc1ccc2c(c1)N(Cc1ccccc1)C(=O)c1ccccc1S2	4µM*
103	Cc1ccsc1CN(C(=O)COc1ccc(Br)cc1)C1CCS(=O)(=O)C1 (stereo not given)	13%
104	O=C1NCCCCCCN(Cc2ccncc2)[C@@H]2CN(C3CCC3)CC[C@H]12	13%
105	CC(C)C(=O)NCc1ccc(C(=O)N2CCC3(CCNCC3)CC2)cc1	-15%
106	CCc1ccccc1N(CC)C(=O)c1c(C)oc2ncnc(N3CCOCC3)c12	34%[activator]
107	CC(=O)N1CCN([C@H]2[C@@H]3OC[C@@H](O3)[C@@H](NCc3ccc(CO)o3)[C@@H]2O)CC1	-2%[44.1 µM]
108	COc1ccccc1N1CCN(C(=O)Cn2ncc3c2-c2cc(C)ccc2OC3)CC1	?
109	CCC(C)NC(=O)CN1C(=O)c2cccnc2Sc2ccccc21 (stereo not given)	?
110	Cc1ccc(C2Cn3cnc(C(=O)N4CCC(C(=O)NCc5cc(F)ccc5F)CC4)c3CO2)cc1 (stereo not given)	8%
111	Cc1ccc(OCCSc2nc3ccccc3n2CCC(=O)O)cc1C	i
112	COCCNc1ccc(-c2nc(-c3ccco3)no2)cc1[N+](=O)[O-]	-21%
113	CCOc1ccc(NC(=O)Cn2c(C)cc3ccccc3c2=O)cc1	53%[activator]
114	COc1ccc(-c2ccc3nc(-c4cc5c(cc4Br)OCO5)oc3c2)c(OC)c1OC	-10%
115	CS(=O)(=O)N1CCCN(C(=O)C2CCCCC2)c2ccccc21	33%[activator]

Screening data (PubChem)
